High-throughput results from PubChem.
ERK EGF block – blocks ERK signaling stimulated by EGF | HEK293-V1b, EGF-stimulated phospho-ERK AlphaScreen | Potency, µM (titrated, usually from 11.5 µM), inactives show top-dose activity change, negative = inhibition, usual class: inhibitors | 130,000 tested, 0.41% active | AID 1454; active = well fitted inhibition curve with a large enough effect; inconclusive = small, poorly fitted or top-dose-only effect, or effect the other way;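 note: plate controls were stimulated vehicle wells for no effect and unstimulated vehicle basal for full effect; nearly all actives have a fitted effect of over 55% in size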
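Compounds are titrated over HEK293-V1b cells kept overnight in 1% FBS. After 30 min at 37C, EGF (25 nM final) triggers ERK phosphorylation for 5 min, measured by AlphaScreen in lysates.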
* = called active by the depositor; ? = inconclusive; [ ] = remark or other dose. Potency is the fitted concentration of half-maximal effect. Not all compounds are listed, so the mix of outcomes need not match the whole.

ERK EGF block,Compound
2.2%[57.5 µM],Cc1cc(=O)oc2cc(Oc3ccc(C(N)=O)cc3[N+](=O)[O-])ccc12
1.2%,COc1cc(OC)c(NC(=O)CCCn2c(=O)oc3ccccc32)cc1Cl
-5.8%,Cc1cc(C)nc(NC(N)=NCCc2c[nH]c3ccccc23)n1
-1.5%[57.5 µM],Cc1cc(C)n(CCC(=O)N/N=C/c2ccc(Br)c([N+](=O)[O-])c2)n1
-15.7%[57.5 µM],COc1ccc(CC(=O)NNC(=S)NC(=O)c2cccnc2)cc1
1.8%,COc1ccc2cc(N=Cc3nc(-c4ccc(C)cc4)oc3O)cnc2c1
0.1%,O=C(O)CNc1ncccc1[N+](=O)[O-]
15.4%,CC(C)CN1CCCC2(CCN(C(=O)c3ccco3)CC2)C1
-1.0%,CC(NC(=O)c1ccc2nc[nH]c2c1)c1ccccc1 (stereo unspecified)
13.6%,COC(=O)[C@@]1(Cc2ccc(F)cc2)[C@H]2c3cc(C(=O)N(C)C)n(CCF)c3C[C@H]2CN1C(=O)c1ccccc1
1.7%,COc1ccc(O)c(C(=O)c2cc(C#N)c(=O)n(Cc3ccccc3)c2)c1
-2.3%,CCOc1ccc(N(C(=O)CNC(=O)c2cccs2)C(C(=O)NCC2CCCO2)c2ccc(OC)c(OC)c2)cc1 (stereo unspecified)
5.2%,O=S(=O)(C(=CNc1ccccc1)S(=O)(=O)c1ccccc1)c1ccccc1
1.4%[57.5 µM],Cc1[nH]c2ccc(Br)cc2c(=S)c1C/C=C/Cl
0.6%,Cc1ccc(N2CCCn3c2cc(C)c(C#N)c3=O)cc1Cl
-11.4%[57.5 µM],Cc1ccc(S(=O)(=O)N2C(=O)c3cccc4cccc2c34)cc1
-7.2%[57.5 µM],O=C(NC(=S)Nc1ccccc1)c1cncc(C#Cc2ccccc2)c1
5.6%,COC(=O)c1sccc1N/N=C/c1ccc(OC)c(OC)c1OC
7.4%,COc1ccc(N(CC(=O)Nc2cc(C)cc(C)c2)S(=O)(=O)c2ccccc2[N+](=O)[O-])c(OC)c1
-1.7%,CCCCN(C)C(=O)c1cc2cc([N+](=O)[O-])cc(OC)c2oc1=O
-4.1%,CCOC(=O)c1ccc(N=C2SC(C(=O)NCCc3ccccc3)CC(=O)N2C)cc1 (stereo unspecified)
9.8%,CC(C)N1C(=O)CCC1C(=O)N1CCC(Cc2ccccc2)CC1 (stereo unspecified)
-19.4%[57.5 µM],Cc1cc(Cl)nc2ccc(Cc3ccc4nc(Cl)cc(C)c4c3)cc12
1.0%,O=C(CSc1nnc(NC(=O)c2ccccc2C(=O)O)s1)Nc1ccccc1Cl
-0.6%,CCc1nnc(NC(=O)CSc2nnc(CNc3ccc(C)cc3)n2C)s1
2.0%,FC(F)Oc1cccc(NC(=S)N2CCN(c3ccccn3)CC2)c1
-5.7%,Cc1nc(N2CCOCC2)c2nc(-c3ccccc3)n(CC3CCN(C)CC3)c2n1
-6.7%,Cc1nn(C)c(C)c1/C=N/NC(=O)CCn1nc(C)c([N+](=O)[O-])c1C
1.0%,CCC(C)NCC(=O)Nc1ccc(S(N)(=O)=O)cc1 (stereo unspecified)
-3.5%,Cc1cc(Nc2ccc3c(c2)OCCO3)c2ccccc2n1

Random excerpt: 2 compounds from above.
ERK EGF block,Compound
5.6%,COC(=O)c1sccc1N/N=C/c1ccc(OC)c(OC)c1OC
-5.8%,Cc1cc(C)nc(NC(N)=NCCc2c[nH]c3ccccc23)n1

(list continues)
ERK EGF block,Compound
-6.2%[57.5 µM],CS(=O)(=O)N1N=C(c2cccs2)CC1c1ccc(F)cc1 (stereo unspecified)
-6.9%[57.5 µM],CCn1nc(C)c(Br)c1C(=O)Sc1ccccc1Cl
8.2%,CCC1=C/C(=C/c2sc3ccccc3[n+]2CC)CC(C)(C)C1
-6.1%,COCCN(C(=O)/C=C/c1ccccc1)c1c(N)n(Cc2ccccc2)c(=O)[nH]c1=O
0.3%,CC(C)NC(=O)NC(=O)COC(=O)Cc1c(F)cccc1Cl
-1.0%,O=C1CN2NC(=S)N(c3ccc(Cl)cc3)C2=CN1c1ccc(Cl)cc1
-5.1%,Cc1ccc(-c2noc(CN(C)C(=O)Nc3ccc(F)cc3)n2)cc1
-0.1%,CCCC(=O)NC(=S)N1CCN(c2ccc([N+](=O)[O-])cc2)CC1
-4.0%,CC(=O)Nc1ccc(Nc2c([N+](=O)[O-])c(=O)n(-c3ccccc3)c3ccccc23)cc1
-12.3%[57.5 µM],COc1ccc(CNC(=O)C2CC(c3ccc(C(F)(F)F)cc3)=NO2)cc1 (stereo unspecified)
-5.8%,O=C1c2nccnc2C(=O)N1c1ccc(F)cc1
2.5%,COC(=O)c1ccc(OC(=O)CCc2cc(OC)c(OC)c(OC)c2)cc1
-6.5%[57.5 µM],CCN1C(=O)C2(C(C(=O)c3ccc(C)o3)=C(O)C(=O)N2CCCN(C)C)c2ccccc21 (stereo unspecified)
-5.3%[57.5 µM],COc1ccccc1-c1c(C#N)c(N)nc2c1CCC2
4.0%,O=C1C=C(NC(=O)Nc2ccc(Cl)c(Cl)c2)CCC1
-4.8%,COc1cccc(CN(C)C(=O)Nc2cccc(C(F)(F)F)c2)c1OC
-17.6%,NC(N)=N/N=C/c1ccccc1OC(F)F
22.4%,COC(=O)C1C(O)CC[C@H]2CN3CCc4c([nH]c5ccccc45)C3C[C@H]12 (stereo partly specified)
3.4%,Cc1ccc(NC(=O)c2ncc(Cl)c(Cl)c2Cl)cc1C
4.8%,CC/C(=N/NC(=O)c1ccc(Br)o1)c1ccc(Cl)cc1
5.2%,CCOC(=O)c1ccc(N=c2ssnc2Cl)cc1
-15.2%[57.5 µM],CC(C)Nc1ccc(C(CC(N)=O)NC(=O)Cc2cccc3ccccc23)cc1[N+](=O)[O-] (stereo unspecified)
-16.6%,O=C(CSc1nc(O)cc(=O)n1-c1ccccc1)c1ccc(Br)cc1
-0.1%,COC(=O)c1ccc(C)c(NC(=O)Cc2ccc([N+](=O)[O-])cc2)c1
4.2%,Cc1ccc(-c2nc(CN(C)C3CCOCC3)c(C)o2)s1
-1.4%,CCOC(=O)CNC(=O)c1cc(OC)cc(OC)c1
6.7%,CCS(=O)(=O)N1CCC(C(=O)Nc2cc(Cl)ccc2O)CC1
-0.1%,CCOC(=O)CC(NC(=O)C(CC)c1ccccc1)c1ccccc1Cl (stereo unspecified)
-4.1%,Cc1cc(C)c(S(=O)(=O)N2CCCOC2CNC(=O)C(=O)NCc2ccncc2)c(C)c1 (stereo unspecified)
?,CN(C)c1ccc(-c2cncnc2NCc2cccs2)cc1

ERK EGF block,Compound
-12.4%,CCC1CCCCN1Cc1ccc(N)cc1 (stereo unspecified)
14.5%,CCOc1ccc(NC(=O)CN2CCN(CC(=O)Nc3ccc(OC)cc3)CC2)cc1
-3.9%,O=C(Nc1cc(N2CCCCC2)ncn1)c1ccc(F)cc1
-4.0%,O=C(COC(=O)CCCNC(=O)c1ccc(Cl)cc1)Nc1cc(Cl)c(Cl)cc1Cl
-6.5%[57.5 µM],COc1ccccc1NC(=O)N1CCN(C(=O)Nc2ccccc2OC)CC1
-9.3%,Cc1cccc(Nc2c(-c3ccc(N4CCOCC4)cc3)nc3ncccn23)c1
2.5%,Cc1cc(C(=O)N/N=C/c2cc(Br)cc([N+](=O)[O-])c2O)c2ccccc2n1
-7.3%[57.5 µM],N#Cc1c(N)n(-c2ccc(N)cc2)c2nc3ccccc3nc12
-7.1%[57.5 µM],CCN(CC)CCN1C(=O)c2oc3ccc(F)cc3c(=O)c2C1c1ccncc1 (stereo unspecified)
0.7%,Cc1ccc(NC(=O)CN2C(=S)NC(C)(C)CC2C)cc1Cl (stereo unspecified)
1.6%,CCCCNC(=O)CCn1c(=O)c2ccccc2n(Cc2ccc(F)cc2)c1=O
-10.1%[57.5 µM],CCC(=O)c1ccc(OC)c(OC)c1O
-1.4%,COc1cc(C)c(NC(=O)C(=S)N2CCCC2)cc1C
3.7%[57.5 µM],CCOc1cc2c(cc1/C=C/C(=O)O)OC(C)C2 (stereo unspecified)
-10.5%,Cc1ccc(S(=O)(=O)N2CCC(=O)N(CCOCc3cccc(C)c3)CC2)cc1
-3.3%,COc1ccc(CNC(=O)c2c(C)cc(=O)oc2C)cc1
-4.5%[57.5 µM],Cc1cc([N+](=O)[O-])nn1Cc1ccc(C(=O)N/N=C/c2ccc(N(C)C)cc2)cc1
20.2%,Cc1cc(C(=O)CSc2nc3ccccc3c(=O)n2C)c(C)n1CC1CCCO1 (stereo unspecified)
-1.1%,CCSc1nc2sc3c(c2c(=O)[nH]1)CCCC3
-11.2%[57.5 µM],CC(=O)n1cc([C@@H]2C=C(C(=O)O)O[C@H](OCc3ccc(CO)cc3)C2)c2ccccc21
-2.9%,C=CCOC(=O)c1ccc(-n2cnc(C)n2)nc1
-8.7%,O=C1C=C(NCCN2CCOCC2)C(=O)c2cnccc21
-3.4%,O=C(c1cccc(F)c1)N1CCC[C@@]2(CCN(c3ccncc3)C2)C1
-3.0%,CCn1cnc2c(oc3ccccc32)c1=O
6.5%[57.5 µM],CC(=O)N(/C=C1\SC(=S)N(c2ccccc2)C1=O)c1ccccc1
1.0%,CCCCC(CC)C(=O)NCc1ccc(F)cc1 (stereo unspecified)
-11.1%,CCOC(=O)c1ccccc1NC(=S)N1CCC(N2CCCCC2)CC1
1.3%,CC(=O)Nc1ccc(NC(=O)[C@@H]2CCCN2S(=O)(=O)c2ccc3c(c2)OCCO3)cc1
1.8%,COCCn1nnnc1C(c1cccc(C(F)(F)F)c1)N1CCOCC1 (stereo unspecified)
-1.3%[57.5 µM],COc1cc2c(c(OC)c1O)C(=O)CO2

Overlap with the part before: seven entries; new compounds follow.
ERK EGF block,Compound
-3.0%,CCn1cnc2c(oc3ccccc32)c1=O
6.5%[57.5 µM],CC(=O)N(/C=C1\SC(=S)N(c2ccccc2)C1=O)c1ccccc1
1.0%,CCCCC(CC)C(=O)NCc1ccc(F)cc1 (stereo unspecified)
-11.1%,CCOC(=O)c1ccccc1NC(=S)N1CCC(N2CCCCC2)CC1
1.3%,CC(=O)Nc1ccc(NC(=O)[C@@H]2CCCN2S(=O)(=O)c2ccc3c(c2)OCCO3)cc1
1.8%,COCCn1nnnc1C(c1cccc(C(F)(F)F)c1)N1CCOCC1 (stereo unspecified)
-1.3%[57.5 µM],COc1cc2c(c(OC)c1O)C(=O)CO2
5.0%[57.5 µM],Cc1nnsc1C(=O)NNc1ccc(C(C)C)cc1
-1.8%,N/C(=N\OS(=O)(=O)c1ccc(Cl)cc1)c1ccccn1
0.6%,CC(C)CCNC(=S)Nc1ccc([N+](=O)[O-])cc1
3.1%,CCNC(=S)N/N=C/c1cccc(OCc2c(F)cccc2Cl)c1
-1.0%,C=CC[n+]1c(C)csc1Nc1ccc(C)cc1
-5.3%,Cc1cc(C)nc(SCCn2c(N3CC(C)OC(C)C3)nc3c2c(=O)n(C)c(=O)n3C)n1 (stereo unspecified)
-2.7%,FC(F)(F)c1cccc(Cn2c3[n+](c4ccc(C(F)(F)F)cc42)CCCCC3)c1
-4.8%,Cc1[nH]c2ccccc2c1CCN(Cc1cccs1)C(=S)Nc1ccccc1
-9.2%,COc1ccccc1N1CCN(C(=O)CSc2nc(C)c(C)c(=O)[nH]2)CC1
-3.9%,Cc1ccc(NC(=O)c2cc([N+](=O)[O-])ccc2Cl)c(O)c1
?,Cc1cc(OCC(=O)Nc2ccc(Br)cc2)cc2c1C(=O)CC(C)(C)O2
5.2%[57.5 µM],COCC(=O)OC/C(O)=C(\C#N)c1nc2ccccc2[nH]1
-3.3%,Cc1sc2ncnc(SCc3ccc(C(=O)O)cc3)c2c1C
-0.1%,Cc1ccc(C)c(NC(=S)Nc2cccc3cnccc23)c1
-1.6%,Cn1cc(Cl)c(C(=O)NNC(=S)NCc2ccco2)n1
-1.7%,CN(CC(=O)N1CCCCC1)S(=O)(=O)c1ccc(Cl)cc1
11.2%,Cn1cc(-c2ccno2)c(C(=O)O)n1
-11.3%,COC(=O)N1[C@H](C)C=C[C@]1(Cc1ccccc1)C(=O)NCc1ccc(C)o1
-3.9%,Cc1cc2cc(CN(Cc3cccs3)C(=S)NCc3ccco3)c(=O)[nH]c2cc1C
3.8%,O=C(O)Cc1ccc2sc(-c3ccccc3)nc2c1
-5.5%[57.5 µM],Fc1ccc(C(CCNCc2cccs2)c2ccco2)cc1 (stereo unspecified)
-2.3%,Fc1cc(Br)ccc1NC(=S)Nc1cccnc1
-3.2%,CC(=O)N/C(=C\c1ccccc1Cl)C(=O)O
-6.5%,Cc1ccc(CCNC(=O)CN(C)S(=O)(=O)c2cnc[nH]2)cc1
19.0%[57.5 µM],Nc1nnc(-c2cn(-c3ccccc3)nc2-c2ccc(Cl)cc2)o1
-10.5%[57.5 µM],COc1ccc(Cc2noc(CN3CCCC(OCc4ccccn4)C3)n2)cc1OC (stereo unspecified)
-4.1%,CCN(CC)S(=O)(=O)c1ccc2c(c1)N(CC(=O)Nc1cccnc1Cl)C(=O)CO2
0.5%,Cc1cc(SC#N)cc(C)c1NC(=O)CCl
2.6%,Clc1ccc(-n2ncc3c(NCC4CCCO4)ncnc32)cc1 (stereo unspecified)
-12.6%[57.5 µM],Cc1nn(-c2cccc(C(F)(F)F)c2)c(=O)c2noc(C)c12

ERK EGF block,Compound
-0.4%[57.5 µM],O=C(Cn1cnc2cc([N+](=O)[O-])ccc2c1=O)N(Cc1ccccc1)C1CCS(=O)(=O)C1 (stereo unspecified)
-9.6%,COc1cc(C(=S)NC2CCCCC2)ccc1O
15.0%,CC(=O)c1cc2c(cc1NC(=O)CCC1CCCC1)OCO2
6.9%,O=c1cc(CSc2ccc([N+](=O)[O-])cc2)nc2sccn12
?,CN(CC1CCCO1)S(=O)(=O)c1ccc(C(=O)NCc2ccccc2)cc1 (stereo unspecified)
-2.0%,COCCCNC(=S)N1CCCN(c2nc3c(C)c(C)ccc3cc2C#N)CC1
-22.9%[57.5 µM],Cc1cc(NC(=O)CN2CCCCC2C)nc2c1c(=O)oc1ccccc12 (stereo unspecified)
